D1 PAM – enhances dopamine response at the human D1 receptor. P21728. hit rate 0.036% among 360,000. HEK293 TREx D1 cells, calcium flux, dopamine EC20 potentiation. potentiation, % at 10 µM. AID 504651; in the data active means potentiation above about 30%; further: 0% is about no effect
D2 PAM – positive allosteric modulators of human D2 dopamine receptor; HEK293 T-REx D2, calcium flux, EC20 dopamine potentiation; potentiation, % at 10 µM; hit rate 0.34% among 340,000;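 active means potentiation over 3 SD above the plate norm, cut at about 30% in these data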; further: 0% is about no effect
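Potentiation of an EC20 dopamine calcium response is measured in a force-coupled, tetracycline-inducible Hek293 Trex D2 line. Compound-only kinetic reads over 180 s flag agonists before dopamine addition.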
RXFP1 agonist – agonists of human relaxin receptor RXFP1; Q9HBX9; HEK293T-RXFP1 cAMP TR-FRET, 30 min; response scale: percent of porcine relaxin response, buffer zero; hit rate 0.3% among 370,000; Potency, µM (titrated, usually from 57.5 µM), for inactives: top-dose activation, actives largely listed as activators; further: potency means the concentration at half of the fitted maximal effect; on the % scale 0 is the no-effect control and ±100 the full control effect; nearly all actives have a fitted effect of over 60% in size; many of its hits are not listed in these tables
Target sequence (Q9HBX9 whole entry, looked up): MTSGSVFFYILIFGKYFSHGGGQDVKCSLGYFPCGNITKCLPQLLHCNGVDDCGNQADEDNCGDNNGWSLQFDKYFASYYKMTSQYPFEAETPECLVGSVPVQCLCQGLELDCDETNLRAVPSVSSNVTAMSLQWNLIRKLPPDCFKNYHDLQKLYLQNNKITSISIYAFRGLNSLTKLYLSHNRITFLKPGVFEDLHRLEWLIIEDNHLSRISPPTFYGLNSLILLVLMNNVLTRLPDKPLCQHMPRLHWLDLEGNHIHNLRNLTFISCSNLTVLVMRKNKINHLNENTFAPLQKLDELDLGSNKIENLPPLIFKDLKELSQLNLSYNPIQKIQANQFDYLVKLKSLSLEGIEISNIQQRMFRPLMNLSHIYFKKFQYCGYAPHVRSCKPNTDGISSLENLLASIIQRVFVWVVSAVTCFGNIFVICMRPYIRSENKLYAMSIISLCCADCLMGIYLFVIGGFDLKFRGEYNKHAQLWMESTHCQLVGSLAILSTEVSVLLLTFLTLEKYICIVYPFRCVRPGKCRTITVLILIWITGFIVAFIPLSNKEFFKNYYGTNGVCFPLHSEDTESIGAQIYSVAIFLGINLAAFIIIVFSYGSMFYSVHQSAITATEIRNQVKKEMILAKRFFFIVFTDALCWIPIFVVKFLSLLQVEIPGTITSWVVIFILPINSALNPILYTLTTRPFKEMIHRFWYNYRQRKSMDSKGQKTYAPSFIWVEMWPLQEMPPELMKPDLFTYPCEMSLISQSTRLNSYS
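HEK293T cells stably expressing RXFP1 were pretreated with the PDE4 inhibitor Ro 20174, exposed to compounds for 30 min at 37C, lysed, and cAMP was read by TR-FRET. Data normalized to buffer (basal) and 29 nM porcine relaxin (100%).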
LDHA inh – inhibitors of human lactate dehydrogenase A | P00338 | purified LDHA, NADH/diaphorase-resazurin fluorescence; stronger effect = lower value | activity change, % (values are at about 110 or 230 µM) | hit rate 0.15% among 480,000; in the data active means activity change below about -30%; inconclusive means mostly about -25% to -30%;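 further: plate controls were DMSO wells for no effect and wells without enzyme for full effect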
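Human LDH5 (2 nM) was incubated with 0.06 mM NADH and 0.2 mM pyruvate for 5 min at room temperature in Tris pH 7.4. Remaining NADH was coupled through diaphorase/resazurin, and resorufin fluorescence was read at 0 and 20 min.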
D1 antagonist – human D1 dopamine receptor antagonism; P21728; HEK293 TREx D1 cells, calcium flux, dopamine EC80; stronger effect = lower value; activity change, negative = inhibition, % at 10 µM; hit rate 3.2% among 360,000; in the data active means activity change below about -30%; further: on the % scale 0 is the no-effect control and ±100 the full control effect
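Compound effects on dopamine-evoked calcium signalling were measured in tetracycline-induced HEK293 Trex D1 cells. Dopamine at EC80 followed a 180 s compound pre-read, and fluorescence was tracked kinetically for 180 s more.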
Vif-APOBEC3G blk – inhibitors of Vif-APOBEC3G interaction; Q9HC16; HeLa A3G-eYFP + Vif (tagged APOBEC3G with the HIV-1 protein that degrades it), YFP fluorescence, overnight; Potency, µM (top dose mostly 46.1 µM), inactives show at the highest dose activity, negative = active, hits mostly inhibitors; hit rate 0.076% among 410,000;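 further: potency means the concentration at half of the fitted maximal effect; on the % scale 0 is the no-effect control and ±100 the full control effect; nearly all actives have a fitted effect of over 60% in size; hits raise eYFP signal because A3G escapes Vif-driven loss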
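HeLa cells stably expressing Vif and C-terminally eYFP-tagged A3G, seeded overnight at 37 deg C, then exposed to compound by pintool overnight at 37 deg C. Rise in yellow fluorescence (Ex 488/Em 500-530, Acumen) marks blocked Vif-driven A3G degradation.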
Glioma ERSR ind – inducers of ER stress response in human glioma cells; U87-MG GRP78 promoter luciferase reporter, 16 h; Potency, µM, inactives show top-dose activation, hits mostly activators; hit rate 0.02% among 420,000; AID 602332; further: potency means the concentration at half of the fitted maximal effect; series mostly up to about 76 µM; % of control where 0% means no effect; nearly all actives have a fitted effect of over 35% in size
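ERSR induction read as luciferase luminescence (Bright-Glo, 10 min at room temperature) in stably transfected human U87-MG glioma cells exposed to compounds for 16 h, using GRP78 as sensor.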
D1 agonist – agonists of human D1 dopamine receptor. P21728. HEK293 T-REx D1 cells, calcium flux, agonist mode. activation, % at 2 µM. hit rate 1% among 360,000; in the data active means activation above about 30%; further: 0% is about no effect
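Inducible HEK293 T-REx D1 cells, force-coupled to calcium signalling, were plated at 4000 cells/well with tetracycline and held overnight at 30 C. After no-wash calcium dye loading, compound-evoked calcium rise over 180 s flagged agonists.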
Vif-A3F inh – inhibitors of Vif-A3F interaction; hit rate 0.2% among 390,000; HeLa A3F-eYFP + Vif (tagged APOBEC3F with the HIV-1 protein that degrades it), YFP fluorescence increase; Potency, µM (top dose mostly 46.1 µM), without a hit: at the highest dose activity, negative = active; further: potency means the concentration at half of the fitted maximal effect; % of control where 0% means no effect; nearly all actives have a fitted effect of over 65% in size
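Fluorescence increase (Ex 488/Em 500-530) after overnight compound treatment at 37 deg C flags inhibition of Vif-driven A3F-eYFP loss in stable HeLa A3F-eYFP/Vif cells seeded overnight beforehand.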
Starred values were filed as active, the others as inactive; ? = inconclusive; nt = not tested or not shown; & = joins results of further samples. Unless noted, the call rests on the fitted dose curve; in most records, active means well fitted curve in the direction sought with a large enough effect; inconclusive means small, poorly fitted or top-dose-only effect, or another doubt; inactive means no such curve, though single readings can be large; an effect the other way counts as inactive or inconclusive. Not all compounds are listed; the hit share may differ from the screen's.

SMILES	D1 PAM	D2 PAM	RXFP1 agonist	LDHA inh	D1 antagonist	Vif-APOBEC3G blk	Glioma ERSR ind	D1 agonist	Vif-A3F inh
COc1ccc(S(=O)(=O)N2CCc3ccccc32)cc1C(=O)NCc1ccco1	5	3	-0.2%	5	7	-7%	-5%	22	-16%
O=C(NCc1ccco1)C1CC(c2ccc(Cl)cc2)=NO1 (centres undefined)	-3	2	-2.1%	-8	-28	-12%	2%	10	-13%
CCOc1ccc(N2CC(NC(=O)c3ccc(Cl)cc3)CC2=O)cc1 (centres undefined)	-3	-17	0.8%	-6	nt	-7%	1%	-1	9%
COc1ccc2[nH]c(=O)c(-c3nnn(-c4ccc(Cl)nc4)n3)cc2c1	nt	nt	nt	13	nt	0%	0%	nt	0%
CC1CCCN(C(=O)COC(=O)Cc2c[nH]c3ccccc23)C1 (centres undefined)	-4	-4	1.2%	1	-16	0%	4%	4	5%
O=C(COc1ccc(Cl)cc1)Nc1ccc(C(=O)O)cc1NC(=O)COc1ccc(Cl)cc1	8	9	3.4%	-4	-15	-7%	-2%	26	0%
CCc1cccc(C)c1NC(=O)C1=C(C(=O)O)CCCC1	-9	13	-0.4%	2	-82*	1%	-6%	0	-4%
Cc1ccc(S(=O)(=O)N2[C@@H](c3ccc4c(c3)OCO4)C(C(=O)O)=C[C@H]2CC2CCCC2)cc1	nt	nt	nt	-5	nt	-1%	-1%	nt	0%
CCOc1ccccc1CNC(=O)c1cc2n(n1)CCCN(Cc1ccc(C)cc1)C2=O	1	8	-0.3%	0	14	0%	-3%	-1	1%
CN(C)CCCn1c(SCC(=O)Nc2sc3c(c2C#N)CCCC3)nnc1-c1ccncc1	-2	-4	3.4%	-8	0	1%	-4%	1	0%
C/C(=N/OCC(=O)Nc1ccc(C)cc1C)c1cccs1	0	9	2.0%	-6	-6	-3%	-5%	1	-2%
CC(=O)Nc1ccc(NC(=O)C(C)OC(=O)c2ccc3c(c2)OCCO3)cc1 (centres undefined)	0	nt	-0.3%	-8	-10	1%	-1%	1	-1%
CC(=O)CCc1c(C)[nH]c2ccc(NC(C)=O)cc2c1=O	2	-6	0.1%	-3	-9	-1%	-2%	2	1%
CC(=O)NC(CCCNC(=S)NC1CCCCC1)C(=O)O (centres undefined)	-3	nt	-0.4%	-3	-2	0%	-4%	1	-17%
CC(C)c1nc(SCC(=O)Nc2ccc3c(c2)OCO3)n[nH]1	-3	-10	0.7%	-3	nt	1%	-2%	-2	-5%
O=C(Nc1ccc(Br)cc1)C1CC=CCC1C(=O)OCC1CCCO1 (centres undefined)	2	-6	2.5%	0	8	0%	-1%	-1	-8%
O=C(c1ccoc1)N1CCN(c2cc(-c3ccco3)nc3cc(-c4ccccc4)nn23)CC1	nt	nt	nt	0	nt	-18%	-4%	nt	-28%
Cc1ccc(NC(=O)c2cnn(-c3ccccc3)c2C)cc1C	-4	-10	-0.4%	-1	-10	-6%	-12%	5	-12%
Cc1ccc(NC(=O)COC(=O)c2ccc(-n3cnnn3)cc2)c(Br)c1	-6	13	4.2%	-3	-15	-10%	-4%	0	-4%
CCN(CC)c1ccc2cc(C(=O)Nc3ccc(-n4cnnn4)c(OC)c3)c(=O)oc2c1	-1	-1	2.4%	nt	-16	nt	nt	8	nt
COc1ccc2c(c1)C(=O)CC(c1ccccc1F)O2 (centres undefined)	-8	-2	3.3%	-2	-22	0%	3%	4	2%
CCn1cc(C(=O)OCC(=O)Nc2c(C)cccc2C)c(=O)c2ccc(C)nc21	-4	-2	4.4%	1	-18	1%	-5%	-1	3%
COc1ccc(CNC(=O)CN2C(=O)COc3ccc(S(=O)(=O)N4CCC(C)CC4)cc32)cc1	-5&-3	-8&-1	0.0%&-0.4%	-3&-15	-3&1	-1%&1%	0%&-1%	2&1	2%&2%
COc1ccc(N2C(=O)CC(N3CCC(O)(c4ccc(Cl)cc4)CC3)C2=O)cc1 (centres undefined)	-8	-9	0.4%	-11	-20	0%	1%	4	-6%
COc1cc(OC)nc(NC(=S)NC(=O)c2ccccc2)n1	0	0	1.4%	-4	-10	-1%	0%	1	1%
Cc1ccc(CNC(=O)c2cnc(-c3ccccn3)nc2C(F)(F)F)cc1	0	-6	0.3%	-5	12	0%	1%	-3	-5%
O=C(CNC(=O)c1ccc(Cl)cc1)NCC(F)(F)F	2	nt	2.5%	-6	-9	-4%	-5%	3	-7%
O=C(Nc1ccncc1)c1cccc(S(=O)(=O)N2CCN(c3ccc(F)cc3)CC2)c1	-7	10	0.2%	3	-3	0%	-5%	4	0%
Cc1ccc(C)c(CSc2cn(CCNC(=O)c3cccs3)c3ccccc23)c1	-6	-4	1.4%	1	12	-4%	-2%	0	-1%
CCNc1nc(NCc2ccccc2)nc(SCC(N)=O)n1	-6	0	4.5%	-11	-7	1%	0%	2	16%
Cc1cc(C(F)(F)F)nn1CC(=O)Nc1cccnc1	nt	nt	-0.2%	-1	nt	-5%	2%	nt	nt
O=S(=O)(c1ccc(Cl)s1)N1CCN(CCc2ccccc2)CC1	5	1	0.9%	-7	-18	1%	-3%	1	1%
COc1ccc(S(=O)(=O)NCC(c2ccc(N(C)C)cc2)N2CCCC2)cc1F (centres undefined)	0	-7	1.4%	3	3	-1%	-3%	0	-8%
COc1ccc(NC(=O)CSc2oc(-c3ccco3)nc2S(=O)(=O)c2ccccc2)c(OC)c1	0	9	-0.2%	5	5	-4%	1%	4	0%
CCN1CCOC(=O)C1CC(=O)Nc1cc(C)cc(C)c1 (centres undefined)	-3	-3	-4.3%	0	1	-5%	-3%	0	-2%
COc1cc(OC)c(/C=N/n2c(C3CCCCC3)n[nH]c2=S)c(OC)c1	-2	6	3.9%	-3	4	-1%	-8%	2	4%
CCc1nc2cccnc2n1-c1ccc(CC(=O)O)cc1	-5	-1	0.3%	-2	8	3%	-5%	2	-21%
CCNC(=O)c1ccc(NC(=O)N2CCCCc3ccccc32)cc1	0	5	1.1%	-2	27	0%	-2%	2	-3%
CC1CC1C(=O)OCC(=O)Nc1ccc(Cl)cn1 (centres undefined)	nt	nt	nt	1	nt	7%	-3%	nt	-7%
CC1C(=NO)C(C)C(c2ccc(N(C)C)cc2)NC1c1ccc(N(C)C)cc1 (centres undefined)	nt	nt	-0.7%	-6	nt	1%	-3%	nt	-4%

Given as a markdown table: 2 of the compounds above.
| SMILES | D1 PAM | D2 PAM | RXFP1 agonist | LDHA inh | D1 antagonist | Vif-APOBEC3G blk | Glioma ERSR ind | D1 agonist | Vif-A3F inh |
| --- | --- | --- | --- | --- | --- | --- | --- | --- | --- |
| CCn1cc(C(=O)OCC(=O)Nc2c(C)cccc2C)c(=O)c2ccc(C)nc21 | -4 | -2 | 4.4% | 1 | -18 | 1% | -5% | -1 | 3% |
| COc1ccc(CNC(=O)CN2C(=O)COc3ccc(S(=O)(=O)N4CCC(C)CC4)cc32)cc1 | -5&-3 | -8&-1 | 0.0%&-0.4% | -3&-15 | -3&1 | -1%&1% | 0%&-1% | 2&1 | 2%&2% |

Another view of some results above:
Structure | D1 PAM | D2 PAM | RXFP1 agonist | LDHA inh | D1 antagonist | Vif-APOBEC3G blk | Glioma ERSR ind | D1 agonist | Vif-A3F inh
CCN1CCOC(=O)C1CC(=O)Nc1cc(C)cc(C)c1 (centres undefined) | -3 | -3 | -4.3% | 0 | 1 | -5% | -3% | 0 | -2%
COc1cc(OC)c(/C=N/n2c(C3CCCCC3)n[nH]c2=S)c(OC)c1 | -2 | 6 | 3.9% | -3 | 4 | -1% | -8% | 2 | 4%
CCc1nc2cccnc2n1-c1ccc(CC(=O)O)cc1 | -5 | -1 | 0.3% | -2 | 8 | 3% | -5% | 2 | -21%
CCNC(=O)c1ccc(NC(=O)N2CCCCc3ccccc32)cc1 | 0 | 5 | 1.1% | -2 | 27 | 0% | -2% | 2 | -3%
CC1CC1C(=O)OCC(=O)Nc1ccc(Cl)cn1 (centres undefined) | nt | nt | nt | 1 | nt | 7% | -3% | nt | -7%

(further entries)
SMILES	D1 PAM	D2 PAM	RXFP1 agonist	LDHA inh	D1 antagonist	Vif-APOBEC3G blk	Glioma ERSR ind	D1 agonist	Vif-A3F inh
Cc1occc1C(=O)NCCc1ccc(Cl)cc1	1	7	0.5%	0	-8	1%	13%	0	1%
O=C(CNC(=O)c1ccccc1Cl)N/N=C/c1ccc2c(c1)OCO2	0	1	-1.3%	-2	-15	?	2%	0	0%
Cc1ccc(-n2c(=O)c3c(c4cc(C)ccc4n3C)n(CC(=O)N3CCCC3)c2=O)cc1	1	nt	-0.8%	-7	-5	3%	-4%	-2	3%
Cc1cc2ccccn2c1C(=O)c1ccc(S(=O)(=O)N(C)C)cc1	-4	-7	1.8%	-1	-26	1%	-2%	2	6%
O=C(NCc1ccco1)c1ccc(-c2ccccc2Cl)o1	-7	-17	1.7%	-3	-2	-7%	2%	-1	0%
O=C(O)CSc1nnc(CNc2cccc(C(F)(F)F)c2)n1Cc1ccco1	-1	13	-0.3%	-2	-4	-1%	-3%	3	nt
CSCCC(NC(=O)COc1ccccc1)C(=O)Nc1ccc(C)cc1 (centres undefined)	-3	-14	1.5%	1	-21	-6%	-2%	2	5%
O=C(Cc1ccccc1)Nc1nc(-c2cccc([N+](=O)[O-])c2)cs1	1	0	2.4%	-5	1	-2%	1%	2	2%
c1ccc(NC2=NCCN2CCC2CCCC2)cc1	-7	9	-0.9%	2	-10	0%	-3%	3	0%
N#CCCn1cc(C(=O)N2CCOCC2)c(-c2ccc3c(c2)OCCO3)n1	-10	-2	4.0%	-2	-4	-9%	-1%	3	14%
CCOC(=O)c1c(C)[nH]c(N=Nc2cc(C(=O)O)cc(C(=O)O)c2)c1C	5	-19	0.0%	-23	-10	-2%	-1%	1	-9%
Cc1ccc(C(=O)NNC(=O)c2ccccc2)cc1S(=O)(=O)N1CCCCC1	-4	3	2.2%	0	12	4%	1%	1	0%
COc1cc(NS(=O)(=O)c2ccc(NC(=O)C34CC5CC(CC(C5)C3)C4)cc2)ncn1	2	12	0.1%	-2	-11	-9%	-4%	2	nt
